12-LOX inh – Primary qHTS assay for inhibitors of human arachidonate 12S-lipoxygenase (ALOX12): Round 2 | Polyunsaturated fatty acid lipoxygenase ALOX12 (Homo sapiens), P18054 | purified 12hLO, xylenol orange hydroperoxide absorbance | Potency, µM (titrated, usually from 108 µM), without a hit: at the top dose activity change, negative = inhibition, hits mostly inhibitors | 580,000 tested, 1.1% active; active = well fitted inhibition curve with a large enough effect; inconclusive = small, poorly fitted or top-dose-only effect, or another doubt; inactive = no such curve, though single readings can be large or run the other way
Target sequence (P18054 whole entry, looked up): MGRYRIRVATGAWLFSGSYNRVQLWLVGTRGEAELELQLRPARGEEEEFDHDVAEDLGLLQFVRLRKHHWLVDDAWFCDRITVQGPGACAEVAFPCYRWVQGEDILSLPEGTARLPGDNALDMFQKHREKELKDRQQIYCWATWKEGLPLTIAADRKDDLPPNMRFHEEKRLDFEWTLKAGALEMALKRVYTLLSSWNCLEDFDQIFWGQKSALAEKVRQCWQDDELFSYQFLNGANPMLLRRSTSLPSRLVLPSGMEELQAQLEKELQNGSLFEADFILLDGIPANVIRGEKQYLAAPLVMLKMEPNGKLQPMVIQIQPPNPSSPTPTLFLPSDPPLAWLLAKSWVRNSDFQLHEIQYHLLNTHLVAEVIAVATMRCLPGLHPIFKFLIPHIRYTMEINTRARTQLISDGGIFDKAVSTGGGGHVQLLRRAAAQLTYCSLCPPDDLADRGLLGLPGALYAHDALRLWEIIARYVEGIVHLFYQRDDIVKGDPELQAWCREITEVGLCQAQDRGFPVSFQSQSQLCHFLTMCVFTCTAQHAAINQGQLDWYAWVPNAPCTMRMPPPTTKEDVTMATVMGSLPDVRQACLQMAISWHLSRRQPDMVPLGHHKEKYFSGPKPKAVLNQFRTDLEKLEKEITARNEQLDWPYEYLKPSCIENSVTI
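Purified human 12hLO at 150 nM in 25 mM Hepes, 0.01% Triton X-100, pH 7.0, preincubated 15 min at room temperature with compound. Reaction started with 40 uM arachidonic acid, 30 min at room temperature. Hydroperoxide measured by Fe-xylenol orange, 573/405 nm absorbance ratio.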
An asterisk follows results filed as active; ? = inconclusive; [ ] = another dose, or the depositor's remark. % is scaled to controls: 0 for no effect and ±100 for the full control effect; potency is read from the fitted curve at half-maximal effect. A portion of the library; rates above refer to the full screens.

SMILES	12-LOX inh
CCC(CC)NC(=O)COc1ncnc2c(Cl)cc(Cl)cc12	-4.7%
COc1cc(F)ccc1-c1cc(-c2ccc(=O)[nH]c2)c2cncn2c1	4.5%[176 µM]
COc1ccc(C(=O)NC2CCC(C)CC2)cc1S(=O)(=O)N(C)C (stereo unspecified)	?
O=C(NC1C[C@H]2CC[C@@H](C1)N2C(=O)Cc1ccccc1Cl)c1ccncc1 (stereo partly specified)	50.5%[activator]
CCCCn1c(CN2CCc3ccccc3C2)nc2c1c(=O)[nH]c(=O)n2Cc1ccccc1	?
C=CCCC1CN(Cc2ccc(OC)cc2)S(=O)(=O)c2c(cccc2N2CCCC2)O1 (stereo unspecified)	?
CCCCCCCCN1C(=O)[C@H](CC(=O)NCc2cccc(C(F)(F)F)c2)C[C@@]2(C(=O)OCC)CCCC=C12	?
Cc1ccc(CN(C)C(=O)c2ccc(C3SCCS3)cc2)c(C)c1	?
COc1ccc(Cc2nc(-c3ccc(Br)o3)no2)cc1	-4.3%
CCOc1ccc(NC(=O)NC2CCN(c3nc4ccccc4s3)CC2)cc1	3.2%
O=C(C1=C(O)C(=O)N(c2nncs2)C1c1ccccc1)c1cccs1 (stereo unspecified)	0.562µM*
Cc1cccc(CNC(=O)c2cc3n(n2)CC(c2ccc(Cl)cc2)OC3)c1 (stereo unspecified)	-19.9%
CCCCCCn1nc(C(=O)Nc2ccc(OC)c(OC(F)F)c2)c2ccccc2c1=O	25.8%
O=C(Nc1ccc(Cl)cc1)N[C@H]1CC[C@@]23CCCN2C(=O)CCC[C@H]3C1Cc1ccccc1 (stereo partly specified)	?
O=C(NCc1ccc(F)cc1)C1CCc2sc(C(=O)N3CCCC3)cc2C1 (stereo unspecified)	7.7%
CN(C)c1cccc2c(C(=O)c3ccccc3)ccc(N(C)C)c12	6.6%
CN1CCOC[C@H]2CCN(C(=O)c3cccs3)C[C@H]21	49.6%[activator]
COCCCNC(=O)N1CCCOCCNC(=O)[C@@H]2CCC[C@@H]21	12.2%
c1ccc(-n2nnnc2SCc2nc3ccccc3[nH]2)cc1	-14.2%
COc1ccc(C2CCCN2CC(=O)N(CCC#N)c2ccccc2)cc1 (stereo unspecified)	22.6%
CCO[C@H]1C[C@@H](O)C12CCN(c1ccnc(OC)c1C#N)CC2	47.9%[activator]
O=C(CC(Sc1n[nH]c(-c2ccc(F)cc2)n1)c1ccc(F)cc1)NCc1cccnc1 (stereo unspecified)	?
O=S(=O)(NCc1ccco1)c1cccs1	?
O=C(c1ccccc1Cl)N1CCn2c(nn(-c3ccc([N+](=O)[O-])cc3)c2=O)C1	0.4%
CC(c1ccc(-c2ccc(N3CCN(C)CC3)nn2)cc1)N1CCCCC1 (stereo unspecified)	5.0%
CCn1c(=O)c2ccnn2c2ccc(C(=O)NC3CCCCC3)cc21	14.6%
O=C1NC(C(=O)Nc2ccc(F)cc2)Cn2cccc21 (stereo unspecified)	-1.9%
CC(C)CCNC(=O)c1ccc(CNC(N)=O)cc1	-26.2%
COc1ccc(C(=O)C(C#N)C(=O)c2ccc(C)c(OC)c2)cc1 (stereo unspecified)	?
O=C(O)CCC(=O)NC1CC2(CCN(Cc3ccncc3)CC2)c2ccccc21 (stereo unspecified)	6.7%[6.33 µM]
Cc1cccc[n+]1Cc1ccccc1	15.8µM*
COCCOc1cc(=O)n2c(c1C(=O)NCc1ccccc1OC)CCOCC2	?
COC(=O)CNC(=O)c1cc(-c2ccc(Cl)cc2Cl)c2nncn2n1	-12.6%[6.33 µM]
CN(Cc1ccc(C(=O)NC2CC2)cc1)C(=O)/C=C/c1cccc(C(F)(F)F)c1	-34.5%
CN1CCN(C)c2cnc(-c3cnn(Cc4ccccc4)c3)cc2C1	-26.7%[176 µM]
CC1(c2cccnc2)N(Cc2ccccc2)C(=O)OC12CCN(C(=O)c1cccc(Cl)c1)CC2 (stereo unspecified)	-6.9%
CCCCC[C@H](C)N1C[C@H](COCc2ccccc2)Oc2cc(N3CC[C@H](O)C3)ccc2S1(=O)=O	-18.4%
O=C(NC1CCCCC1)C1c2ccccc2OCC(=O)N1CCc1c[nH]c2ccccc12 (stereo unspecified)	-11.0%
O=C(Nc1ccccc1NC(=O)c1ccncc1)c1ccncc1	0.7%
Cc1ccc(C(=O)NCc2nnc3c(-c4nc(C)no4)cccn23)cc1	34.5%[activator]
O=C(N/N=C/c1c(Cl)cccc1Cl)c1cccs1	1.6%
COCCn1c(Br)nc2c1c(=O)[nH]c(=O)n2C	26.1%
O=C(Nc1ccccc1SC1CCCC1)c1ccco1	-8.7%
COc1ccc(C2Cn3nnc(-c4nc(-c5cccc(Cl)c5)no4)c3CO2)cc1 (stereo unspecified)	39.5%[activator]
CCOc1cc(/C=C/C(=O)OCc2cccc(C)c2)cc(Cl)c1OC	1.4%
CCOC(=O)C1=CN(CC(=O)Nc2cccc(C(C)C)c2)S(=O)(=O)N=C1C	17.2%
O=C(c1ccc(CN2C(=O)NC3(CCOCC3)C2=O)cc1)N1CCc2ccccc2C1	-2.3%
COc1ccccc1CN1C(=O)O[C@@H]2CN(c3nc(C)cc(C)n3)C[C@@H]21	23.9%
COc1ccc(CN2CCC3CC(=O)NCCC3C2)cc1 (stereo unspecified)	5.5%[12.5 µM]
COCCn1cnnc1CNc1cc(C)nc2c(C)c(C)nn12	99.2%[activator]
CCOC(=O)c1cncc(C#N)c1	0.3%
Cc1ccc(C(=O)N2CCC(CCC(=O)NC3CC3)CC2)cc1	27.3%
COc1ccc(-c2noc(CCC(=O)Nc3ccn(C)n3)n2)cc1OC	8.2%
O=C(/C=C/c1ccccc1)c1ccc2oc3ccccc3c2c1	3.3%
COc1ccc(NC(=O)C(c2ccnc3ccccc23)n2c(=O)c(-c3ccco3)nc3ccccc32)cc1 (stereo unspecified)	-6.7%
N#Cc1cccc(C(=O)NCC(=O)N2CCCCCCNC(=O)CC2c2ccccc2)c1 (stereo unspecified)	44.2%[activator]
OCc1ccc(CN2CC[C@@H](c3ccc4ccccc4c3)[C@H](O)C2)o1	27.4%
Cc1cccnc1CNC[C@H]1O[C@@H]2C[C@@H](CC(=O)NC(C)C)O[C@@H]2[C@@H]1O	108.0%[activator][176 µM]
Cc1cnc(SCC2CCCO2)nc1C1CCCN(C(=O)c2ccc(S(N)(=O)=O)cc2)C1 (stereo unspecified)	-6.1%
CC(=O)N[C@@H](C)C(=O)NCC1Cc2cccc(-c3ccccc3C(F)(F)F)c2O1 (stereo partly specified)	8.8%

Structural class, the compounds so far with an aryl thioether with sulfur outside any ring
SMILES	12-LOX inh
c1ccc(-n2nnnc2SCc2nc3ccccc3[nH]2)cc1	-14.2%
O=C(CC(Sc1n[nH]c(-c2ccc(F)cc2)n1)c1ccc(F)cc1)NCc1cccnc1 (stereo unspecified)	?
O=C(Nc1ccccc1SC1CCCC1)c1ccco1	-8.7%
Cc1cnc(SCC2CCCO2)nc1C1CCCN(C(=O)c2ccc(S(N)(=O)=O)cc2)C1 (stereo unspecified)	-6.1%

4 consecutive records from above, quoted:
SMILES	12-LOX inh
O=C(N/N=C/c1c(Cl)cccc1Cl)c1cccs1	1.6%
COCCn1c(Br)nc2c1c(=O)[nH]c(=O)n2C	26.1%
O=C(Nc1ccccc1SC1CCCC1)c1ccco1	-8.7%
COc1ccc(C2Cn3nnc(-c4nc(-c5cccc(Cl)c5)no4)c3CO2)cc1 (stereo unspecified)	39.5%[activator]

5 compounds drawn at random from those above, as already listed:
SMILES	12-LOX inh
COc1ccccc1CN1C(=O)O[C@@H]2CN(c3nc(C)cc(C)n3)C[C@@H]21	23.9%
COc1ccc(-c2noc(CCC(=O)Nc3ccn(C)n3)n2)cc1OC	8.2%
OCc1ccc(CN2CC[C@@H](c3ccc4ccccc4c3)[C@H](O)C2)o1	27.4%
COc1ccc(CN2CCC3CC(=O)NCCC3C2)cc1 (stereo unspecified)	5.5%[12.5 µM]
CCOC(=O)c1cncc(C#N)c1	0.3%

Additional records:
SMILES	12-LOX inh
Cc1cccc(C)c1-n1nnnc1C1c2ccccc2C(=O)N1CCOc1ccccc1 (stereo unspecified)	-17.7%
Cn1ncc(N2CCCC(CC(=O)NCCN3CCCCC3)C2)cc1=O (stereo unspecified)	24.0%
COc1ccc(NC(=O)Cc2ccc(OC)c(OC)c2)cn1	-19.2%
CC(C)Cn1c(-c2ccc(F)cc2)cnc1SC(C)C(=O)NC(N)=O (stereo unspecified)	?
CC(C)C(=O)N1CCOc2ccc(CN3CCc4ccccc4C3)cc2C1	64.1%[activator]
O=C(N[C@@H](Cn1cc(Cl)c(=O)[nH]c1=O)C(=O)O)C1CC1	?
COCCC(=O)N[C@H]1CC[C@]2(C)CCC([C@H](C)C(=O)N3CCC(C)CC3)[C@H](O)[C@H]2[C@@H]1C (stereo partly specified)	53.9%
CC1(C)CC(=O)C2=C(C1)NC(=O)CC2c1ccccc1C(F)(F)F (stereo unspecified)	-22.8%
COc1ccccc1C(=O)Nc1ccc2oc(-c3cncc(Br)c3)nc2c1	0.1%
COc1ccc(-c2ccc(C(=O)N(C)Cc3csc(C)n3)c(N3CCC(N4CCc5ccccc5C4)CC3)n2)cc1	?
CC/C=C(/C)C(=O)NCc1ccco1	-13.9%
COc1ccccc1C(=O)N1CCCN(C)c2ccccc21	?
O=C1COCC2(CN1Cc1cccc(OC(F)(F)F)c1)CN(C(=O)Cc1cccnc1)C2	?
Cc1ccc(C)c(Cn2c(N3CCN(Cc4ccc(F)cc4)CC3)nc3c2c(=O)[nH]c(=O)n3C)c1	-14.3%
CC1(C(=O)OCC(=O)c2ccc3ccccc3c2)CC1(Cl)Cl (stereo unspecified)	-46.6%
Cc1ccc(NC(=O)CC(C)(C(=O)O)c2ccccc2)c(F)c1 (stereo unspecified)	-39.5%
N#Cc1ccc(-c2ccc(OCc3ccccc3C#N)cc2)cc1	-18.9%
Fc1ccc(/C=N/Nc2cccc(Cl)c2)cc1F	3.98µM*
COc1ccc(-c2nnc(SCc3csc(Nc4ccccc4)n3)o2)cc1OC	?
Cc1ccc(/C=C/C(=O)N/N=C/c2ccccc2)cc1	-6.2%
Cc1ccccc1NC(=O)C1CCc2nc(N3CCN(C(=O)C(C)C)CC3)sc2C1 (stereo unspecified)	?
O=c1c2cnc3ncnn3c2ccn1CCc1c[nH]c2ccccc12	-1.4%
COc1ccccc1OCCC(=O)OCC(=O)c1cccc(Cl)c1	-3.9%
COc1cc(-c2noc(-c3nc(-c4ccc5c(c4)OCO5)no3)n2)cc(OC)c1OC	-12.5%
O=C(CCCc1nc(-c2cccs2)no1)NCc1ccc(-n2cncn2)nc1	-11.9%
COCc1nc(C2CCCN(C(=O)c3ccco3)C2)no1 (stereo unspecified)	32.6%
Cc1cc(=O)oc2cc(NC(=O)Cc3c(Cl)cccc3Cl)ccc12	?
Cc1ccc(S(=O)(=O)C[C@@H]2OC[C@H](Cc3ccccc3)N2S(=O)(=O)c2ccc(C)cc2)cc1	11.5%
CC1=NOC2(CCN(C(=O)c3ccc(Cl)cc3)CC2)C1	2.6%[12.5 µM]
COc1ccc(F)cc1-c1cccc(C(=O)O)c1	12.6%[12.5 µM]
O=C(CN1C(=O)NC2(CCOCC2)C1=O)NCCC1=CCCCC1	-2.2%
CC(C)C(=O)Nc1ccc2oc(-c3ccc(F)cc3Cl)nc2c1	8.7%
CN1C(=O)CS(=O)(=O)C12CCN(C(=O)c1cccc(F)c1)CC2	26.0%
CC(=O)NC1(C(F)(F)F)C(=O)Nc2c1c(=O)[nH]c(=O)n2Cc1ccccc1 (stereo unspecified)	-7.9%
COc1ccccc1Cc1nc(-c2nnn3c2COC(c2ccc(Cl)cc2)C3)no1 (stereo unspecified)	10.2%
COc1ccc(CN2C(=O)C(n3ccc4ccccc43)c3cc(OC(F)(F)F)ccc32)cc1 (stereo unspecified)	39.8µM*
CCN(Cc1ccccc1)C(=O)CSc1nc(C2CC2)nc2ccccc12	8.3%
CCCN(CC1CCOC1)C(=O)Nc1ccc(Cl)cc1C (stereo unspecified)	17.5%
COc1nccnc1NC1CCN(C(=O)NC2CCCC2)CC1	23.0%
O=C1CCC2(CCN(C(=O)c3ccccc3)CC2)CN1CC1CCCO1 (stereo unspecified)	32.1%
NCCC[C@@H](N)C(=O)N1CCCC(c2ccccc2)(c2ccccc2)C1	-5.3%
CCCCCNC(=O)CCc1c(C)nc2nc(N)nn2c1C	9.1%
COc1ccc(OC)c(CNC(=O)c2nnn3c2COC(c2ccc(F)cc2)C3)c1 (stereo unspecified)	-2.0%
O=C(Cc1ccccc1)N1CCC2(CNS(=O)(=O)c3cccnc3O2)C1 (stereo unspecified)	6.4%[6.33 µM]
Cc1ncc(CC(=O)NCC2CCN(c3cnn(C)c(=O)c3)C2)c(=O)[nH]1 (stereo unspecified)	43.7%[activator]
CC(C)CC(=O)NN=C1CCC(C(C)(C)C)CC1 (stereo unspecified)	0.8%
COc1ccc([C@@H]2[C@@H](C(=O)N3CCOCC3)CC(=O)N2C(=O)c2ccccc2)cc1	8.0%
Cc1ccsc1CN1CCc2nnc([C@@H]3C[C@@H](O)CN3C)n2CC1	2.9%
Cc1cc(C)cc(C(=O)NCCn2nc(-c3ccc(F)cc3)ccc2=O)c1	7.0%
CCOc1ccccc1NC(=O)N1CCC(Oc2ncccc2C(=O)N2CCOCC2)C1 (stereo unspecified)	27.4%
COCc1nc2nc(-c3ccccc3)c(Nc3ccc(F)c(OC)c3)cc2n1C	?

Compound activity (PubChem BioAssay)
